# PPC-1+TRAIL kill – compounds killing PPC-1 cancer cells with TRAIL present (potentiator screen, no TRAIL-free arm) | hit rate 0.41% among 220,000 | AID 1443 | PPC-1 cells + TRAIL, ATPLite viability luminescence | cell killing (% activity), % at 4 µM;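 active = cell killing above 50% in the first pass at 4 µM, then a duplicate retest at 5 µM averaging 50% or more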;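 also: plate controls were cells with TRAIL plus DMSO for no effect and medium-only wells lacking cells for full effect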
# CHOP inhibitor – blocks CHOP induction under ER stress; AID 2732; CHO-K1 CHOP-promoter luciferase, tunicamycin-induced, 15-18 h; hit rate 3.8% among 220,000; inhibition, % at 10 µM;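 active = compounds that reduced the stress-induced luciferase reporter signal by more than about 70% of percent inhibition, limit read from the data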;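 also: 0% = tunicamycin plus vehicle and 100% = wells without tunicamycin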
# TRPML3 ag – activates the human TRPML3 channel | AID 1448 | activation, % at 3 µM | Q8TDD5 | HEK293 TRPML3-YFP, Fluo-8 calcium fluorescence; 100% = the carbachol control signal | hit rate 0.29% among 220,000;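 active = activation above its plate's cutoff, the mean activation of the plate's test wells plus 3 SD, cut at about 12% in these data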;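 also: 0% = DMSO only wells and 100% = carbachol wells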
#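 Test system – HEK293 line with stable expression of human TRPML3-YFP channel · Control set – carbachol 87 µM final as high control (100%), DMSO as low control (0%) · Signal – Fluo-8 calcium dye fluorescence, ex 470-495, em 515-575 nm · Incubation – 1-h 37 °C dye load, 5-s basal, 120-s post-compound reads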
# TNF death inh – blocks TNF-alpha induced death of Jurkat FADD-/- cells; Jurkat FADD-/- TNF necroptosis rescue, ATP luminescence, 24 h; 0 = TNF only, 100 = no-TNF cells; hit rate 0.068% among 220,000; activation (protection from cell death), % at 10 µM;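 active = activation, meaning protection from cell death, of at least 50% relative to plate controls; inactive = activation below 50%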;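 also: necroptosis triggered by 40 ng/mL TNF-alpha added together with compound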
# Ba/F3 V617F tox – loss of viability in JAK2V617F-driven Ba/F3 cells | Ba/F3 EpoR-JAK2V617F viability, ATP luminescence | inhibition, % at 5.6 µM | hit rate 1.1% among 220,000 | AID 1446;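 active = inhibition above the campaign mean plus 3 SD over all tested compounds, cut at about 24% in these data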;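 also: cytokine-independent growth of Ba/F3 cells driven by EpoR plus mutant JAK2; 0% = DMSO-treated cells and 100% = JAK inhibitor I control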
# BaF3 parental – counter-screen for JAK2V617F inhibitors: parental Ba/F3 viability inhibitors | CellTiter-Glo ATP luminescence | inhibition, % at 5.6 µM | hit rate 1.1% among 220,000 | AID 1486;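 active = inhibition above a per-campaign cutoff, the mean inhibition of all tested compounds plus 3 SD, cut at about 27% in these data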;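 also: 0% = DMSO wells and 100% = JAK Inhibitor I control wells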
# zfTRPN1 agonist – agonists of zebrafish TRPN1 channel; HEK293 zebrafish TRPN1-YFP, Fluo-8 calcium fluorescence; 100% = response to 87 µM carbachol; hit rate 0.18% among 220,000; activation, % at 3 µM; AID 1424;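 active = activation above its plate's cutoff, the mean activation of test wells on that plate plus 3 SD, cut at about 19% in these data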;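 also: 0% = DMSO alone and 100% = 87 µM carbachol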
#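 Assay system: Zebrafish TRPN1-YFP in HEK293 cells | Incubation: Dye loading 1 h at 37 °C, then 30 min room temperature | Measured by: Kinetic Fluo-8 fluorescence, ex 470-495, em 515-575 nm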
# RBBP9 inh – human RBBP9 hydrolase inhibition; O75884; recombinant RBBP9, FP-Rh probe fluorescence polarization; hit rate 0.2% among 220,000; inhibition, % at 7.94 µM;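 active = inhibition above the campaign mean of all tested compounds plus 3 SD, cut at about 14% in these data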;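 also: plate controls were DMSO wells with RBBP9 for no effect and wells lacking RBBP9 protein for full effect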
# Target sequence (O75884 whole entry, looked up): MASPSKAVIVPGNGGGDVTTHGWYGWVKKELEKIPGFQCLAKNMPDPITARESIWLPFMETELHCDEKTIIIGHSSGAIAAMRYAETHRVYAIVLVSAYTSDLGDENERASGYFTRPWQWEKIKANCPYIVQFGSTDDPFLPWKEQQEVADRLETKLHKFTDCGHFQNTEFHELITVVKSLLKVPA
#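 Controls: DMSO-treated enzyme wells and wells lacking RBBP9 | Material: RBBP9 protein | Technique: Fluorescence polarization | Replication: Single well per compound, no replicates | Buffer or medium: Tris-NaCl-Pluronic buffer, pH 8.0 | Timing: 30 min compound preincubation, 45 min probe labeling, 25 °C | Read-out basis: Percent inhibition from mP, scaled between DMSO and no-protein wells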
# Wee1 stabilizer – inhibitors of human Wee1 degradation | hit rate 1.2% among 220,000 | HeLa Luc-Wee1K328M stability, luciferase luminescence; 100% = proteasome inhibitor MG132 effect | P30291 | reporter increase, % at 5 µM;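 active = activation above the mean of all tested compounds plus 3 SD, set per screening run, cut at about 8.8% in these data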;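 also: cells exposed to compound for 20 h before luminescence read; 0% = DMSO alone and 100% = MG132 at 30 µM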
# Target sequence (P30291 whole entry K328M): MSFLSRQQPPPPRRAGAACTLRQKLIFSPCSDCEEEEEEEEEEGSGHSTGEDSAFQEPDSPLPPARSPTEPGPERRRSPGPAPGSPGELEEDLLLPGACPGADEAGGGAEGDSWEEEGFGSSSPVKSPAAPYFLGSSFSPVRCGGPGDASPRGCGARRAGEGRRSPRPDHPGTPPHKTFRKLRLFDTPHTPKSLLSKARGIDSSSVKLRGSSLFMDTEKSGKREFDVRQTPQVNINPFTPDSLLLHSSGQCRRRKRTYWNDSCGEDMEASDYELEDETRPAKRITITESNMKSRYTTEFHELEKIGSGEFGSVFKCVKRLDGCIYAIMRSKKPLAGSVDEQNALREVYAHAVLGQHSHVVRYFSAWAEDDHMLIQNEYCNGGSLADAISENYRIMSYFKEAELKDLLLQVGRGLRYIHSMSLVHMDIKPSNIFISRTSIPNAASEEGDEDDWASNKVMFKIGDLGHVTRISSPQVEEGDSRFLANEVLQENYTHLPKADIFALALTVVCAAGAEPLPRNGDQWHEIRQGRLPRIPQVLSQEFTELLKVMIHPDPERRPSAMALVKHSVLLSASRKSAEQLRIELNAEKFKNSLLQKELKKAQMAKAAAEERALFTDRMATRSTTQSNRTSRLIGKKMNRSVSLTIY
# Numbers without * were called inactive; x = not tested or not shown.
SMILES,PPC-1+TRAIL kill,CHOP inhibitor,TRPML3 ag,TNF death inh,Ba/F3 V617F tox,BaF3 parental,zfTRPN1 agonist,RBBP9 inh,Wee1 stabilizer
O=C(/C=C/c1cn(CC(O)CN2CCCCC2)c2ccccc12)c1cccs1 (stereo not given),7,28,2.4,0.8,0,6,4.2,-10,0
Cc1ccc(C(=O)Nc2ccc(CN3CCS(=O)(=O)CC3)cc2)cc1C,0,-6,-0.1,0.0,4,1,6.1,-6,4
O=C1CCCN1CCC1CCCCN1Cc1nc(COc2ccccc2)no1 (stereo not given),13,17,1.1,-0.8,0,7,-0.2,-10,5
CCn1c2ccccc2c2cc(NC(=O)c3ccc(Br)o3)ccc21,11,31,1.0,-9.3,-5,0,1.2,5,7
O=C1C2C3C=CC(C3)C2C(=O)N1c1ccc(N2CCN(c3ccccn3)CC2)c([N+](=O)[O-])c1 (stereo not given),10,46,16*,1.0,-2,4,8.6,-1,-3
COc1ccc(CN(CC2CCCO2)C(=O)CN2C(=O)COc3ccccc32)cc1OC (stereo not given),14,-12,1.2,-0.9,-3,4,1.6,-3,-1
Cc1ccc(NC(=O)/C(=C/C=C/c2ccccc2)NC(=O)c2ccccc2)cc1,17,8,-0.5,-1.3,0,6,-0.3,-5,0
CCN(CC)CCOC(=O)/C=C/c1ccccc1,16,7,0.8,9.9,-2,4,0.7,-5,0
CCn1nnc(NC(=O)c2cc(Cl)c(OC)c(Cl)c2)n1,-10,10,0.3,-1.4,1,5,-0.5,-2,-2
COc1cc(/C=C/C(=O)O)cc(S(=O)(=O)NCC2CCCO2)c1OC (stereo not given),20,11,0.3,-0.1,-4,0,0.8,1,-2
COc1cc(OC)cc(OCC(O)Cn2cnc3cc(C)c(C)cc32)c1 (stereo not given),13,8,0.1,-1.2,-3,7,0.3,-10,-2
CC(C)N(C(=O)CSc1ncnc2sc(-c3ccccc3)cc12)C(C)C,33,29,0.7,0.4,-3,2,-0.2,-2,4

# Retrieved by structure from above, two records:
SMILES,PPC-1+TRAIL kill,CHOP inhibitor,TRPML3 ag,TNF death inh,Ba/F3 V617F tox,BaF3 parental,zfTRPN1 agonist,RBBP9 inh,Wee1 stabilizer
CCn1nnc(NC(=O)c2cc(Cl)c(OC)c(Cl)c2)n1,-10,10,0.3,-1.4,1,5,-0.5,-2,-2
COc1cc(OC)cc(OCC(O)Cn2cnc3cc(C)c(C)cc32)c1 (stereo not given),13,8,0.1,-1.2,-3,7,0.3,-10,-2

# Ordered by value in RBBP9 inh (low to high): some entries from above
canonical_smiles | RBBP9 inh
O=C(/C=C/c1cn(CC(O)CN2CCCCC2)c2ccccc12)c1cccs1 (stereo not given) | -10
Cc1ccc(C(=O)Nc2ccc(CN3CCS(=O)(=O)CC3)cc2)cc1C | -6
Cc1ccc(NC(=O)/C(=C/C=C/c2ccccc2)NC(=O)c2ccccc2)cc1 | -5
COc1ccc(CN(CC2CCCO2)C(=O)CN2C(=O)COc3ccccc32)cc1OC (stereo not given) | -3
CCn1nnc(NC(=O)c2cc(Cl)c(OC)c(Cl)c2)n1 | -2
COc1cc(/C=C/C(=O)O)cc(S(=O)(=O)NCC2CCCO2)c1OC (stereo not given) | 1
CCn1c2ccccc2c2cc(NC(=O)c3ccc(Br)o3)ccc21 | 5

# (list continues)
SMILES,PPC-1+TRAIL kill,CHOP inhibitor,TRPML3 ag,TNF death inh,Ba/F3 V617F tox,BaF3 parental,zfTRPN1 agonist,RBBP9 inh,Wee1 stabilizer
Cc1ccc(S(=O)(=O)N/N=C/c2ccc(OCC(=O)NC(C)C)cc2)cc1,x,x,-0.2,0.4,-3,6,0.1,2,-2
COc1ccc(C2(C(=O)NCC3CCCO3)CCOCC2)cc1 (stereo not given),11,11,1.2,-0.7,0,2,0.8,1,6
N/C(=N\N=C\c1ccc2c(c1)OCO2)c1nonc1N,19,-2,0.8,-0.8,1,6,1.0,-1,3
O=C(NCc1ccco1)c1ccc(COCC(F)(F)F)cc1,10,13,0.3,-1.5,-3,3,0.2,6,0
O=C(Nc1ccccc1)c1cccc(S(=O)(=O)Nc2ccccn2)c1,13,7,0.9,2.2,-5,2,3.0,-4,0
CCOC(=O)c1cnc(SCc2ccccc2)nc1N,11,29,-1.5,-1.1,-2,2,-2.1,-9,3
CCCN1CCC(NC(=S)Nc2cccc(Cl)c2Cl)CC1,0,6,1.1,2.3,0,3,1.8,-6,0
CCc1ccc(NC(=O)CSc2nnc(-c3cnccn3)n2Cc2ccco2)cc1,29,48,-0.1,0.4,-2,-1,-0.3,-9,-1
O=C(CCc1ccc(S(=O)(=O)NC2CCCCC2)cc1)NCc1cccnc1,4,-16,1.3,0.7,3,4,0.5,3,-1
c1ccc(COc2ccc(OCCCCN3CCCC3)cc2)cc1,28,13,1.3,-0.6,-3,3,1.3,-9,6
O=C(Nc1ccc2c(c1)OCO2)c1cc(C2CC2)on1,25,-16,-0.2,0.8,-3,-2,0.4,5,2
CCCOc1ccc(S(=O)(=O)NCCCN2CCOCC2)c2ccccc12,7,71*,-0.2,-0.3,-5,0,0.6,-1,-1
O=C1c2ccccc2C(Nc2ccc(F)cc2F)N1CCN1CCOCC1 (stereo not given),-11,28,0.3,-0.1,-1,2,1.9,1,-3
COc1cc(NC(=O)Cc2ccc(Cl)cc2)ccc1NC(=O)c1ccco1,37,20,-0.3,1.0,-4,-3,-2.2,-3,-1
O=C(NC(NNc1ccc([N+](=O)[O-])cc1)(C(F)(F)F)C(F)(F)F)c1ccc(Cl)cc1,-12,79*,1.2,-2.0,29*,1,0.9,-4,-1
C/C(CCC1CC(C)OC1=O)=N/Nc1nc(-c2ccccc2)cs1 (stereo not given),-4,24,0.1,1.7,1,1,-0.5,-6,4
O=S(=O)(NCC1CCCO1)c1ccc(S(=O)(=O)N2CCc3ccccc3C2)cc1 (stereo not given),-5,-1,0.4,0.4,1,4,0.5,-2,1
COc1ccc(CCN2C(=O)CC(N3CCN(C/C=C/c4ccccc4)CC3)C2=O)cc1OC (stereo not given),8,4,1.4,-2.6,1,0,-0.3,0,0
CCOc1ccc(C(=O)NC2CC3CCCC(C2)N3CC(C)C)cc1 (stereo not given),21,32,0.5,-0.2,2,5,2.7,-5,-1
COCc1ccc(CN2CCc3c([nH]c4ccccc34)C2CC(C)C)o1 (stereo not given),0,-2,-0.2,1.3,-1,3,-1.5,-8,1
CC(C)c1ccc2oc(=O)cc(CN3CCN(c4ccc(F)cc4)CC3)c2c1,3,12,0.2,2.2,2,-1,1.1,-2,-2
CCCNC(=O)c1ccc(N(Cc2ccccc2)S(C)(=O)=O)cc1,5,-14,0.1,-0.2,-2,7,0.5,-8,-1
O=C(CNC(=O)c1ccc(F)cc1)N/N=C/c1cn[nH]c1-c1ccccc1,-6,29,1.1,4.6,-3,1,1.1,5,1
Cn1cc(SCC(=O)N2CCN(c3ccccc3)CC2)c2ccccc21,12,45,-0.1,-0.9,-3,5,-0.5,-9,2
COC(=O)CCC(NC(=O)c1cc(-c2ccc3c(c2)OCCO3)oc1C)C(=O)OC (stereo not given),18,10,0.0,-2.3,-2,5,0.9,4,-1
O=c1cc(-c2ccccc2)nc2c(-c3ccccc3)c(C(F)(F)F)[nH]n12,-8,5,-1.0,0.6,-3,7,-2.3,-5,-4
O=C(Nc1nnc(CCc2ccccc2)s1)c1ccco1,28,0,0.1,2.5,-2,-1,0.9,-6,5
Cc1ccsc1/C=N/NC(=O)CO,7,-5,0.5,0.7,1,1,1.4,-4,-3
O=C(CSc1ccccc1C(=O)O)c1ccc([N+](=O)[O-])cc1,24,30,0.3,0.0,-1,-1,0.0,6,3
Cn1c(=O)c2c(nc(N/N=C/c3ccc(OC(=O)c4ccco4)cc3)n2Cc2ccccc2)n(C)c1=O,5,22,-0.3,1.1,-5,1,-0.9,1,-2
COCCNC(=O)C(C#N)c1nc2ccccc2nc1N1CCCCCC1 (stereo not given),9,-9,0.7,-1.8,0,3,0.3,-5,-2
O=C1CC(c2ccccc2)Cc2nc(NC3CC3)ncc21 (stereo not given),11,-2,1.1,0.5,3,7,-0.8,2,-1
COC(=O)c1cc(NC2c3ncccc3C(=O)N2Cc2ccccc2)cc(C(=O)OC)c1 (stereo not given),21,-5,0.6,-1.8,3,1,2.0,4,-3
CCOc1ccc(NC(=S)NCCCN2CCN(c3ccc(OC)cc3)CC2)cc1,2,52,2.5,-2.5,1,3,0.9,-1,7
CC(C)N1C(=O)S/C(=C/c2ccc3c(c2)n(C)c(=O)n3C)C1=O,15,-42,1.1,-11,4,3,0.9,1,4
Cc1nnc(SCC(=O)N2CC(=O)Nc3ccccc32)n1-c1ccccc1,10,22,0.0,0.7,-5,-2,0.7,-11,4

# Full records as entered above. Screens in order: PPC-1+TRAIL kill	CHOP inhibitor	TRPML3 ag	TNF death inh	Ba/F3 V617F tox	BaF3 parental	zfTRPN1 agonist	RBBP9 inh	Wee1 stabilizer
# Record of CCOc1ccc(NC(=S)NCCCN2CCN(c3ccc(OC)cc3)CC2)cc1 → 2	52	2.5	-2.5	1	3	0.9	-1	7
# Record of O=C(NCc1ccco1)c1ccc(COCC(F)(F)F)cc1 → 10	13	0.3	-1.5	-3	3	0.2	6	0

# Later entries:
SMILES,PPC-1+TRAIL kill,CHOP inhibitor,TRPML3 ag,TNF death inh,Ba/F3 V617F tox,BaF3 parental,zfTRPN1 agonist,RBBP9 inh,Wee1 stabilizer
O=C(Cn1ccsc1=NC(=O)C(F)(F)F)c1ccccc1,20,3,0.3,-4.2,0,2,0.3,-5,1
CCOC(=O)C1CCN(Cc2ccc(F)cc2)CC1,12,24,0.8,-0.9,1,3,-0.4,7,-1
COc1ccc(NC(=O)C2CCCN2C(=O)OCc2ccccc2)cc1 (stereo not given),6,11,0.5,0.8,-2,0,0.5,8,3
O=C(CSc1c(Cl)cccc1Cl)N1CCC(c2nc3ccccc3s2)CC1,11,9,1.1,-6.3,-1,1,1.2,-4,4
S=c1[nH]nc(-c2ccccn2)n1/N=C/c1c(Cl)cccc1Cl,16,14,0.8,-1.6,-1,-1,0.5,-5,-1
Cc1cc(SCC(=O)Nc2ccc(O)cc2)n2nc(C)c(-c3ccccc3)c2n1,-9,39,0.4,-10,-1,0,2.6,-6,1
CCC(=O)OCC(=O)Nc1cc(C)c(C)cc1[N+](=O)[O-],30,-3,0.7,0.1,2,7,0.5,-4,-3
CC(C)CNS(=O)(=O)c1ccc(CCC(=O)Nc2ccc3c(c2)OCCO3)cc1,-12,7,0.3,-3.1,-2,3,-0.3,4,2
Cc1cccn2cc(-c3ccc(F)cc3)nc12,4,-6,-0.1,-3.3,2,3,-1.9,1,2
CSS(=O)(=O)c1cccc2cccnc12,-9,-3,0.4,-1.3,-4,-2,1.8,-7,-1

# Source: PubChem BioAssay (several laboratories)

# Compounds as they come; overall some 6.8% were active at least once.
